POLK inh – DNA polymerase kappa (human) inhibition; Q9UBT6; purified Pol kappa, fluorescent DNA synthesis assay, 10 min; Potency, µM (series often up to 107 µM), inactives show top-dose activity, negative = inhibition, hits mostly inhibitors; actives 0.53% (n = 400,000); AID 588579; note: potency is the fitted concentration of half-maximal effect; % is set by controls: 0 for no effect and ±100 for the full control effect
Target sequence (Q9UBT6 whole entry, looked up): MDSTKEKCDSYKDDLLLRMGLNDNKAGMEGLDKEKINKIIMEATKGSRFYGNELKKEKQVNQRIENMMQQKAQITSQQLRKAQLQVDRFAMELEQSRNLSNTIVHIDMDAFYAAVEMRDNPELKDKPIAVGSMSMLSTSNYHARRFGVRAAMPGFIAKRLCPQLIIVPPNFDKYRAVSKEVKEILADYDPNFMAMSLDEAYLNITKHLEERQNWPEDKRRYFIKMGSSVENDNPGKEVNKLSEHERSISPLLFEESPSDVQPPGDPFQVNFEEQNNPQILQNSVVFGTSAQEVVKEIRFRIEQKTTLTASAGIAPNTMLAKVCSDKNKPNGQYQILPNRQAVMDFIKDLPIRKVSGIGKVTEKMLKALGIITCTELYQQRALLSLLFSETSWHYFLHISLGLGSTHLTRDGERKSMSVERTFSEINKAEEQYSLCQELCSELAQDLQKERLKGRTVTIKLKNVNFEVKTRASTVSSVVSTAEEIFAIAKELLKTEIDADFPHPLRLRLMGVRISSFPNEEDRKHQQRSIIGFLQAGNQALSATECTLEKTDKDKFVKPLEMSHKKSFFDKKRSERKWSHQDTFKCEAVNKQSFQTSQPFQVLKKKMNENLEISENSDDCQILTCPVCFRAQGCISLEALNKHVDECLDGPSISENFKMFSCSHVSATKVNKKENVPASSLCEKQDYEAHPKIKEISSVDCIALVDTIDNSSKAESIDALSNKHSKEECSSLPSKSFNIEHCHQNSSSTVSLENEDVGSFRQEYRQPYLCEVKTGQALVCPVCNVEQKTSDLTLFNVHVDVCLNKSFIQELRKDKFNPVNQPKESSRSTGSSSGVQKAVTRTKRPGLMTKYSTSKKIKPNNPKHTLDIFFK
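10 nM Pol kappa preincubated 15 min at room temperature with compounds, then reaction started with substrate at 50 nM final. Fluorescence read kinetically at 0 and 10 min; buffer-only wells served as negative control.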
POLH inh – DNA polymerase eta (human) inhibition; recombinant Pol eta, fluorescent DNA replication assay; Potency, µM (highest dose often 114 µM), for the others: at the top dose activity change, negative = inhibition, actives largely listed as inhibitors; actives 1.2% (n = 390,000); note: potency is the fitted concentration of half-maximal effect; % is set by controls: 0 for no effect and ±100 for the full control effect
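Fluorescent replication assay: 50 nM final substrate added after a 15 min room-temperature compound preincubation with 10 nM enzyme. Signal taken at 0 min and again at 10 min.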
LDHA inh – LDHA (human) enzyme inhibition; actives 0.15% (n = 480,000); AID 1347041; purified LDHA, NADH/diaphorase-resazurin fluorescence; stronger effect = lower value; activity change, % (values are at about 110 or 230 µM); in the data active = activity change below about -30%; inconclusive = mostly about -25% to -30%;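 note: plate controls were DMSO wells for no effect and wells without enzyme for full effect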
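Human LDH5 at 2 nM final in Tris HCl pH 7.4 with 0.06 mM NADH and 0.2 mM pyruvate, reacted 5 minutes at room temperature. Remaining NADH coupled via diaphorase/resazurin; resorufin fluorescence read at 0 and 20 minutes, normalized to enzyme-free and DMSO wells.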
BLM helicase inh – Bloom syndrome helicase (human) inhibition. P54132. recombinant BLM DNA unwinding, fluorescence dequenching. Potency, µM (series often up to 56.1 µM), without a hit: top-dose activity change, negative = inhibition, hits mostly inhibitors. actives 0.2% (n = 350,000). AID 2528;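 note: potency is the fitted concentration of half-maximal effect; plate controls were vehicle for no effect and no enzyme for full effect; nearly all actives have a fitted effect of over 35% in size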
Anesthetic bind – binds horse apoferritin like a general anesthetic; P02791; apoferritin/1-aminoanthracene competitive binding, fluorescence; Potency, µM (top dose mostly 77.5 µM), for inactives: at the highest dose activity change, negative = displacement, most hits filed as inhibitors; actives 0.074% (n = 350,000); AID 485281; note: potency is the fitted concentration of half-maximal effect; % is set by controls: 0 for no effect and ±100 for the full control effect; nearly all actives have a fitted effect of over 20% in size
Target sequence (P02791 2-175 limits assumed): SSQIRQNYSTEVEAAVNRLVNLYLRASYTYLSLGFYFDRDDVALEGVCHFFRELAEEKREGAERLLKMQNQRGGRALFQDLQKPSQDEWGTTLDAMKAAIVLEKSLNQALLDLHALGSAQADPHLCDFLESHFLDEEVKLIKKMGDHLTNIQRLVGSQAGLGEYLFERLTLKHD
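Concentration-response curves derived by four-parameter Hill fitting of normalized fluorescence, where compounds displaced 1-AMA from 10 uM horse apoferritin following a brief 10 min room-temperature incubation; propofol titration acted as positive control.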
Pol beta inh – inhibitors of human DNA polymerase beta. P06746. Pol beta primer extension/strand displacement, fluorescence kinetic. Potency, µM (doses to about 114 µM), inactives show at the top dose activity change, negative = inhibition, most hits filed as inhibitors. actives 1.3% (n = 340,000); note: potency is the fitted concentration of half-maximal effect; % is set by controls: 0 for no effect and ±100 for the full control effect
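Values derive from four-parameter Hill fits of normalized kinetic data: reads at 0 and 10 min following addition of 50 nM substrate to 10 nM Pol beta preincubated 15 min with compound.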
APE1 inh – APE1 (human) endonuclease inhibition; recombinant APE1, TAMRA/BHQ-2 abasic DNA cleavage fluorescence; Potency, µM (highest dose often 65.8 µM), for inactives: at the highest dose activity change, negative = inhibition, most hits filed as inhibitors; AID 2517; actives 0.35% (n = 350,000); P27695;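 note: potency is the fitted concentration of half-maximal effect; plate controls were vehicle for no effect and reference inhibitor for full effect; nearly all actives have a fitted effect of over 55% in size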
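Kinetic fluorescence read (525 ex/598 em nm, three reads 60 s apart) of AP-site incision; signal = third minus first read. Enzyme 0.75 nM, dual-labelled THF duplex 50 nM, compound preincubation 15 min RT.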
GRP78 ERSR act – induces the endoplasmic reticulum stress response in human glioma cells | U87-MG GRP78 promoter luciferase reporter, 16 h | Potency, µM, inactives show top-dose activation, hits mostly activators | actives 0.02% (n = 420,000); note: potency is the fitted concentration of half-maximal effect; series mostly up to about 76 µM; % of control where 0% means no effect; nearly all actives have a fitted effect of over 35% in size
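Stably transfected U87-MG glioma cells carrying a GRP78-based luciferase sensor; 16 h compound incubation. Luminescence end-point read 10 min after Bright-Glo addition at room temperature.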
Pol iota inh – blocks human DNA polymerase iota activity; AID 588590; actives 1% (n = 390,000); Q9UNA4; Pol iota fluorescent replication assay, 10 min; Potency, µM (series often up to 115 µM), for inactives: top-dose activity, negative = inhibition, usual class: inhibitors; note: potency is the fitted concentration of half-maximal effect
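Pol iota at 10 nM preincubated 15 min with compounds at room temperature; reaction started with fluorescent substrate, 50 nM final. Fluorescence read kinetically at 0 and 10 min; buffer-only wells as negative control.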
Starred values were filed as active, the others as inactive; ? = inconclusive; . = not tested or not shown; & = joins results of further samples; [ ] = remark or other dose. Unless noted, calls come from the whole dose curve; as a rule, active = well fitted curve in the direction sought with a large enough effect; inconclusive = small, poorly fitted or top-dose-only effect, or another doubt; inactive = no such curve, though single readings can be large; an effect the other way counts as inactive or inconclusive.

Every second line gives: POLK inh, POLH inh, LDHA inh, BLM helicase inh, Anesthetic bind, Pol beta inh, APE1 inh, GRP78 ERSR act, Pol iota inh
> Cc1ccccc1-n1ncc2c(SCC(=O)NCc3cccs3)ncnc21
  9%, -10%, -1, -4%, -17%, 9%, -19%, 0%, -6%
> Cc1ccc(Cl)cc1N(C)C(=O)c1cc2ccc3cccnc3c2[nH]1
  -12%, 11%, 6, 1%, 10%, 8%, ., 2%, ?
> C=CCSc1nc2sc3c(c2c(=O)n1CC=C)CCc1ccccc1-3
  -17%, -12%, 25, -8%, 5%, -4%, 0%, -4%, 3%
> Cc1cc(C)n2nc(C(=O)N3CCCC(Nc4ccc(C(C)C)cc4)C3)cc2n1 (configuration not stated)
  0%, -5%, -5, 2%, -16%, 13%, -5%, -1%, 36%[activator]
> CC1CN(C(=O)c2ccc([N+](=O)[O-])s2)CC(C)O1 (configuration not stated)
  -6%, -1%, -1, ., ., ., 12%, -5%, 1%
> Cc1cccc(C)c1-n1ncc(C(=O)NCCCN2CCC(C)CC2)c1C1CCN(C(=O)OC(C)(C)C)CC1
  3%, -10%, -6, 2%, -8%, 24%, ., -2%, 23%
> NC(=O)c1cc([N+](=O)[O-])ccc1NCc1cccc(N)c1
  -26%, -12%, -1, ., ., ., 17%, 0%, 5%
> C=C(C)CNC(=S)N/N=C(\C)c1ccc(OC)cc1
  -4%, -25%, -1, 0%, -13%, -4%, 5%, 0%, 6%
> CCNc1ncc2nc(-c3cc(F)cc(F)c3)c(=O)n(-c3ccc(OC)cc3)c2n1
  5%[60.1 µM], ., ., 0%, ., ., 3%, 1%, .
> Oc1ccc2ccccc2c1C=NC1CCCCC1
  -7%, -6%, 44, -5%, -16%, 6%, 3%, -4%, ?
> COc1ccc(S(=O)(=O)Oc2ccc3cccc(N)c3c2)cc1
  -9%, -14%, 14, ., ., ., ., -5%, 45%[activator]
> N#Cc1c(OCC(=O)c2ccccc2)nc2c(c1-c1ccco1)CCc1ccccc1-2
  -8%, -16%, 8, -13%, 0%, ?, -2%, -4%, 10%
> Cc1ccccc1N1CCN(C2CCCN(C(=O)CCC(F)(F)F)C2)CC1 (configuration not stated)
  4%, -18%, -5, 0%, 5%, 5%, 12%, -5%, 15%
> O=C(CCc1ccccc1)NNc1ccc(F)cc1
  1%, -1%, 6, -5%, 3%, -10%, 4%, -3%, 33%
> CCCCn1c(SC(C)C(=O)c2ccc(OC)cc2)nc2cc(S(N)(=O)=O)ccc21 (configuration not stated)
  -15%, -8%, 1, -11%, ?, 1%, 4%, -3%, -8%
> CCN(CC)Cc1c(O)ccc2occ(C(=O)c3ccccc3)c12
  3%, -26%, -1, -11%, -19%, -1%, -2%, 4%, 9%
> CC1CCN(C(=O)CSCC(=O)O)CC1
  3%, -12%, -7, -2%, -4%, 12%, -3%, -2%, 125%[activator]
> CC(=O)Nc1ccc(NC(=O)C2CCCN2C(=O)NC2CCCCC2)cc1 (configuration not stated)
  -6%, -15%, -4, 1%, 2%, -11%, -5%, 2%, 58%[activator]
> CC(NS(=O)(=O)c1cccc(C(=O)O)c1)C12CC3CC(CC(C3)C1)C2 (configuration not stated)
  -6%, -9%, 1, ., ., ., 13%, 6%, -10%
> CC1CCN(S(=O)(=O)c2cc3c4c(c2)CCN4C(=O)CC3)CC1
  3%, ?, 3, ., ., ., 30%, -5%, -21%
> FC(F)(F)c1ccc(/C=N/N2CCN(Cc3cccc4ccccc34)CC2)cc1
  -19%, 0%, -4, -7%, -7%, ?, -4%, -5%, 4%
> O=C(COc1ccc(S(=O)(=O)NC2CCCCC2)cc1Cl)NCc1cccnc1
  -18%, 0%, 1, -2%, -1%, ?, 7%, -3%, -5%
> Cc1ccc(C)c(-c2csc(NC(=O)C3=COCCO3)n2)c1
  3%, -12%, 0, ., ., ., 21%, 5%, 20%
> COc1ccc(C(=O)Nc2sc3c(c2C(=O)NCc2ccco2)CCCC3)cc1OC
  -4%, 6%, -6, -17%, 2%, ?, 1%, -6%, ?
> FC(F)(F)c1cccc(CN2CCCCCC2)c1
  -8%, 4%, -20, 0%, -4%, -27%, 3%, -5%, 15%
> O=C(CCC(=O)N1CCN(S(=O)(=O)c2cccc(F)c2)CC1)c1cccs1
  0%, -8%, -3, -1%, -17%, 1%, -2%, -3%, 74%[activator]
> Cc1ccnc(SCC(=O)N2CCC(C(N)=O)CC2)n1
  -2%, -16%, -7, 0%, -6%, 13%, 1%, -5%, 13%
> COc1cc(NC(=O)CN(C)Cc2cccc(F)c2)c(C)cc1[N+](=O)[O-]
  2%, -17%, -5, -1%, -10%, 29%, 1%, -5%, 168%[activator]
> Cc1cccc(NC(=O)CSc2nc3ccccc3c(=O)n2CC2CCCO2)c1 (configuration not stated)
  4%, -20%, 1&7, ., ., ., -9%, -3%, 16%
> Fc1ccccc1N1CCN(C(c2ccncc2)c2nnnn2C2CCCC2)CC1 (configuration not stated)
  -5%, -13%, 8, -3%, -20%, 4%, -19%, 3%, 79µM*
> Cc1ccc(S(=O)(=O)N2CCN(Cc3cc(C(C)C)ccc3O)CC2)cc1
  -9%, 5%, -8, -12%, 44%[activator], 28%, -1%, -3%, 0%
> Cc1ccc(C(=O)NCC(=O)Nc2ccc(Cl)cc2)s1
  -24%, -3%, -8, ., ., ., -1%, -1%, 23%
> COc1ccc(NC(=S)N2CCN(S(=O)(=O)c3ccc(F)cc3)CC2)cc1OC
  -9%, -7%, -7, -12%, 2%, 1%, 38%, -5%, 5%
> CCc1ccc(CCC(=O)N2CCN(S(=O)(=O)c3sc(C(=O)O)c(C)c3C(=O)O)CC2)cc1
  3%, ?, -2, ., ., ., ., -6%, -11%
> CCOC(=O)c1sc(NC(=O)c2c(CC)noc2C)nc1C
  -3%, -21%, -17, ., ., ., -1%, -2%, 32%
> C#CCCCO/N=C1/[C@H]2O[C@@H]2[C@@H](O)[C@H]2[C@H]1CCn1c(=O)n([C@@H](CC)c3ccccc3)c(=O)n12
  ., ., ., -2%[12.4 µM], 4%[15.3 µM], ., -9%[12.4 µM], -5%, .
> COc1ccc(NS(=O)(=O)c2ccc(OCC(=O)N3CCOCC3)cc2)cc1Cl
  -1%, -18%, 5, -1%, -5%, 44%, 9%, -2%, 20%
> O=C(CSc1nnc(CNC(=O)c2ccco2)o1)NC1CCCC1
  -1%, 9%, 1, 0%, -12%, 1%, 4%, -1%, 11%
> COC(=O)CC(=O)CSc1nc2c(cc1C#N)CCCCC2
  -5%, -2%, 3, -3%, 5%, -27%, -5%, 5%, -15%
> O=C(COc1ccccc1)N1CCN(C(=O)c2ccccc2F)CC1
  10%, -18%, -5, 1%, 10%, 55%, -9%, 0%, 54%[activator]
> CCOCCCNc1c(CC)c(C)c(C#N)c2nc3ccccc3n12
  5%, -16%, -1, 0%, 0%, 24%, 12%, -2%, 23%
> CCOc1ccc2oc(C(=O)NC3CCN(Cc4ccccc4)CC3)c(C)c2c1
  -13%, -5%, -13, 5%, -6%, 0%, 0%, -2%, 148%[activator]
> COc1ccc(CCNS(=O)(=O)c2ccc(Cl)cc2)cc1OC
  -4%[60.1 µM], -3%, 0, 1%, -10%, 7%, 23%, -3%, -15%
> Cc1ccc(CNC(=O)c2cc3ccccc3oc2=O)cc1
  -12%, -5%, -4, ., ., ., ., 4%, 6%
> Cc1cc(C)nc(NS(=O)(=O)c2ccc(NC(=O)CSc3ncn[nH]3)cc2)n1
  4%, -3%, -12, 0%, -2%, 3%, 4%, -1%, 77%[activator]
> COc1cccc(/C=C2\SC(=S)N(C(C)C(=O)NC3C=CS(=O)(=O)C3)C2=O)c1 (configuration not stated)
  -6%, 0%, -2, -4%, -14%, -1%, -15%, 2%, 16%
> CC(=O)OCCCN1c2ccccc2Nc2nnc(-c3ccccc3)cc21
  -7%, -9%, 1, -2%, -19%, 24%, -3%, -4%, 20%
> Cc1ccc(NC(=O)Cc2ccccc2Cl)cc1S(=O)(=O)N(C)C
  -20%, ?, 5, -9%, -6%, ?, 2%, -1%, ?
> O=C(O)CSCC(=O)NCc1ccccc1Cl
  -9%, 0%, -9, -4%, -4%, 17%, -3%, -2%, -16%
> COc1cccc(CNS(=O)(=O)c2ccccc2Br)c1OC
  -5%, -19%, -8, ., ., ., ., -2%, 8%
> Cc1ccc2[nH]c(=O)c(C(c3nnnn3CCc3ccccc3)N3CCOCC3)cc2c1 (configuration not stated)
  3%, -12%, 5, 0%, -17%, 2%, 11%, -3%, 6%
> CSc1ccc(CCNC(=O)Cn2ccc3cc(S(=O)(=O)N4CCCCCC4)ccc32)cc1
  4%, -21%, 1, -7%, 101%[activator], 2%, ., -4%, -3%
> O=S(=O)(Cc1ccccc1)N1CCc2ccccc2C1
  -1%, 6%, -5, -8%, -10%, 14%, 3%, -3%, 9%
> COc1ccc(CNc2ncc(-c3ccc(Cl)cc3)n2C)c(OC)c1OC
  10%, -12%, -7, -1%, -7%, 5%, 10%, -2%, 14%
> COc1cccc(CCNC(=O)COc2cccc3c2OC(C)(C)C3)c1
  2%, -24%, -4, ., ., ., 11%, -1%, 27%
> COC(CNC(=O)c1c[nH]c2ccc(S(=O)(=O)N3CCC4(CC3)OCCO4)cc2c1=O)OC
  0%, -14%, -1, 1%, -7%, 29%, 2%, 1%, 6%
> O=C(COC(=O)c1cc(=O)[nH]c2ccccc12)NCCc1ccccc1
  0%, 0%, -2, ., ., ., 1%, -5%, -10%
> Cc1ccc(-c2nc3ccccc3o2)cc1NC(=S)NC(=O)c1cc2ccccc2o1
  -6%, -12%, 1, -4%, 1%, 3%, 2%, 4%, 13%
> CCCCNCCS(=O)(=O)NCc1ccccc1
  -1%, -4%, -1, ., ., ., ., -3%, -5%
> CCCCN(CC)C(=O)c1ccc2c(c1)NC(=O)c1ccccc1S2
  9%, -16%, -14, -1%, -14%, 24%, ., -2%, 10%
> O=C(C[n+]1ccccc1)Nc1ccccc1Br
  4%, -21%, -3, -5%, -14%, 3%, 15%, 1%, 2%

Screening data as filed in PubChem.

The list is partial; rates above refer to the full screens.
